LmPK inhibitor = inhibitors of Leishmania mexicana pyruvate kinase; Q27686; purified LmPK, Kinase-Glo ATP luminescence, 1 h; Potency, µM (series often up to 57.5 µM), for inactives: top-dose activity change, negative = inhibition, usual class: inhibitors; hit rate 0.37% among 290,000; AID 1721; also: potency is read from the fitted curve at half-maximal effect
Target sequence (Q27686 whole entry, looked up): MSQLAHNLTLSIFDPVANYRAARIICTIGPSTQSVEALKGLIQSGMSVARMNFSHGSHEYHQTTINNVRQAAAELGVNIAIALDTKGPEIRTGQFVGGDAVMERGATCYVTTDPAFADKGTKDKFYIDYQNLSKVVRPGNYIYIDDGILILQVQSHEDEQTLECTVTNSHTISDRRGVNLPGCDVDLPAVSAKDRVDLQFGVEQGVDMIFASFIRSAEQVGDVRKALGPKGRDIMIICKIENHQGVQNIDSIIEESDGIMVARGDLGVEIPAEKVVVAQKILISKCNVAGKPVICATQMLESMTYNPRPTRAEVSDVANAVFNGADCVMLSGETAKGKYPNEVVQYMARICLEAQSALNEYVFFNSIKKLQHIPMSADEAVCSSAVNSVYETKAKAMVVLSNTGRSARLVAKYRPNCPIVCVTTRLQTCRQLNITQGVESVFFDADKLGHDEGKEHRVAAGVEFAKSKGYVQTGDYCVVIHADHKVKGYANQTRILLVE
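Kinase-Glo luminescence read after 1 h RT reaction of 0.1 nM LmPK with 0.5 mM PEP and 0.1 mM ADP. Activity scaled between uninhibited and enzyme-free controls.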
HCMV antiviral = inhibitors of human cytomegalovirus | HFF cells, HCMV-luciferase reporter, 72 h; hits give low values | activity change, negative = inhibition, % at 57.5 µM | hit rate 4.5% among 410,000; in the data active = activity change below about -60%; inconclusive = no clear call, values can overlap the other calls; inactive = above about -39%
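Luciferase read-out from HCMV-luciferase-infected HFFs (MOI 1 PFU/cell) 72 h post infection at 37C; compounds added after 16 h cell attachment; activity normalized between buffer-only basal and Salinomycin (10uM) inhibitor controls.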
Sm TGR block = blocks Schistosoma mansoni thioredoxin glutathione reductase | Q962Y6 | purified TGR, DTNB reduction, TNB absorbance 405 nm | Potency, µM (doses to about 114 µM), inactives show at the top dose activity change, negative = inhibition, most hits filed as inhibitors | hit rate 3% among 360,000 | AID 485364; also: potency is read from the fitted curve at half-maximal effect; nearly all actives have a fitted effect of over 60% in size
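Kinetic colorimetric format: TGR-catalysed, NADPH-driven DTNB reduction monitored via TNB absorbance. Enzyme dispensed at 20 nM; compound exposure 15 min at room temperature before reaction start.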
AMA1 RON2 block = inhibitors of Plasmodium falciparum AMA1-RON2 interaction | hit rate 0.2% among 360,000 | Potency, µM (series often up to 58.2 µM), without a hit: top-dose activity change, negative = inhibition, most hits filed as inhibitors | AlphaScreen AMA1-biotinylated RON2 peptide binding;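 also: potency is read from the fitted curve at half-maximal effect; 0% = vehicle wells and -100% = peptide control; nearly all actives have a fitted effect of over 45% in size; some results filed as inactive show a strong effect at the top dose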
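AMA1 (3D7) with his tag at 25 nM final met compounds first, then biotinylated RON2 peptide at 25 nM; detection used donor plus acceptor beads, 10 µg/mL apiece, read by AlphaScreen after 30 min at room temperature.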
AmpC detergent = blocks E. coli AmpC beta-lactamase in detergent assay | P00811 | AmpC hydrolysis of nitrocefin, absorbance 480 nm, 0.01% Triton | Potency, µM (doses to about 114 µM), for the others: at the highest dose activity change, negative = inhibition, hits mostly inhibitors | hit rate 0.041% among 370,000;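 also: potency is read from the fitted curve at half-maximal effect; 0% = no-compound wells and -100% = no-enzyme wells; nearly all actives have a fitted effect of over 25% in size; some results filed as inactive show a strong effect at the top dose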
Target sequence (P00811 whole entry, looked up): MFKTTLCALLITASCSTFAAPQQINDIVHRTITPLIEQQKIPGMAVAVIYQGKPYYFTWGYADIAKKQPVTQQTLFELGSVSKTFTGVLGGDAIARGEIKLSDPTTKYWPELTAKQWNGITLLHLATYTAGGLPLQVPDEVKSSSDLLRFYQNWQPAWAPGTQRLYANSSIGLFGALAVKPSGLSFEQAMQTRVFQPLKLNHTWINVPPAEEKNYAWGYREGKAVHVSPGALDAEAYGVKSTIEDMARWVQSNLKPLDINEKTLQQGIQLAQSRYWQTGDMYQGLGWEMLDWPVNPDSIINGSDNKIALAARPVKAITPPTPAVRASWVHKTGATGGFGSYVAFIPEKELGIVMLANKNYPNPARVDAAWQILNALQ
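AmpC (5.3 nM in the dispensed reagent) in 20 mM phosphate pH 7.0 with 0.01% (detergent screen) or 0.0001% Triton X-100 was preincubated with compounds for 15 min at room temperature. Nitrocefin was then added from an 800 uM solution, and hydrolysis was followed at 480 nm.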
TbPYK inhibitor = inhibitors of Trypanosoma brucei pyruvate kinase; Q57TT1; TbPYK enzyme, Kinase-Glo Plus ATP luminescence, 45 min; AID 624173; Potency, µM (highest dose often 76.8 µM), inactives show at the top dose activity, negative = inhibition, hits mostly inhibitors; hit rate 0.12% among 410,000; also: potency is read from the fitted curve at half-maximal effect; nearly all actives have a fitted effect of over 50% in size
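Enzyme and substrate buffer are dispensed first and compound is pin-transferred. ADP at 130 uM final then starts the reaction, which runs 45 min at room temperature. Detection reagent is added for 10 min before luminescence is imaged.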
AmpC inh no detg = AmpC beta-lactamase inhibition without detergent; AmpC nitrocefin hydrolysis, absorbance 480 nm, 0.0001% Triton; Potency, µM (titrated, usually from 57.1 µM), without a hit: at the highest dose activity change, negative = inhibition, usual class: inhibitors; hit rate 0.52% among 330,000; P00811; AID 485341;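 also: potency is read from the fitted curve at half-maximal effect; plate controls were no compound for no effect and no enzyme for full effect; nearly all actives have a fitted effect of over 20% in size; some results filed as inactive show a strong effect at the top dose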
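20 mM phosphate pH 7.0 + 0.01% (detergent screen) or 0.0001% Triton X-100; 5.3 nM AmpC reagent; cpd preinc 15 min RT; nitrocefin (800 uM stock) to start; A480 q20 s × 4 min; Activity was normalised to no-enzyme and no-compound control wells.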
* hit, by the source's call; ? = inconclusive; . = not tested or not shown; [ ] = another dose, or the depositor's remark. Unless noted, calls follow the shape of the dose curve; as a rule, active = well fitted curve in the direction sought with a large enough effect; inconclusive = small, poorly fitted or top-dose-only effect, or another doubt; inactive = no such curve, though single readings can be large; an effect the other way counts as inactive or inconclusive. Unless noted, % is scaled to controls: 0 for no effect and ±100 for the full control effect.

molecule | LmPK inhibitor | HCMV antiviral | Sm TGR block | AMA1 RON2 block | AmpC detergent | TbPYK inhibitor | AmpC inh no detg
Cc1cc(C)c(NC(=O)C(C)n2nnc3sc4c(c3c2=O)CCCC4)c(C)c1 (centres undefined) | . | 11.0 | 0.4% | . | -2.1% | -1.9% | .
O=C(CCn1c(=S)oc2ccccc21)Nc1ccccc1F | 4.0% | -39.3 | 9.7% | -3.9% | 3.1% | -2.0% | -13.5%
Cc1noc(C)c1S(=O)(=O)N1CCN(c2ccc(Cl)cc2)CC1 | -6.2% | ? | -4.4% | -10.2% | -9.4% | -0.8% | -9.1%
COc1ccc(/C(C)=N\NC(=O)c2ccc(-c3ccccc3)cc2)c(F)c1 | 9.9% | 0.2 | -26.7% | 77.9%[activator] | -7.5% | 2.3% | -36.6%
CC1CCN(S(=O)(=O)c2ccc3nc(Nc4cccc(F)c4)ccc3c2)CC1 | . | -102.2* | 10.4% | . | 8.4% | -4.6% | .
CCOC(=O)Cn1nnnc1C(CC)N(Cc1cccs1)Cc1cc2cc(C)ccc2[nH]c1=O (centres undefined) | 4.7% | -4.8 | 0.0% | 6.8% | -14.6% | -0.8% | -23.0%
Cc1cccc(C)c1OCC(=O)N1CC2(C)CC1CC(C)(C)C2 (centres undefined) | -1.9% | -25.4 | 1.2% | -16.0% | -1.5% | -3.6% | 62.7%[activator]
CCC(C)(C)NC(=O)CN(Cc1ccccc1)C(=O)CCC(=O)Nc1nccs1 | -2.4% | -0.6 | -4.6% | -14.3% | 1.5% | 3.0% | 0.0%
COc1ccc(-n2nnnc2SCC(=O)Nc2cc(OC)c([N+](=O)[O-])cc2C)cc1 | 2.7% | -20.8 | -13.0% | 4.4% | -4.1% | -1.6% | -18.4%
CCN(C[C@H]1N[C@@](C)(C(=O)OC)[C@H]2C(=O)N(Cc3ccccc3)C(=O)[C@@H]12)S(=O)(=O)c1ccccc1 | . | 2.8 | . | -11.4% | . | -1.1% | 156.7%[activator]
Cc1[nH]n(-c2ccccc2)c(=O)c1N=Nc1ccc(F)cc1 | 1.9% | 61.3 | 0.0% | -2.3% | 2.0% | 1.6% | -6.0%
Cc1nn(CC(=O)NCCc2ccc(Cl)cc2)c(=O)c2cc3cc(F)ccc3n12 | . | 20.5 | -0.7% | . | 19.6% | 9.7% | .

Entries of single compounds from above:
Listed for Cc1cccc(C)c1OCC(=O)N1CC2(C)CC1CC(C)(C)C2 (centres undefined) = LmPK inhibitor = -1.9%; HCMV antiviral = -25.4; Sm TGR block = 1.2%; AMA1 RON2 block = -16.0%; AmpC detergent = -1.5%; TbPYK inhibitor = -3.6%; AmpC inh no detg = 62.7%[activator]
Listed for COc1ccc(/C(C)=N\NC(=O)c2ccc(-c3ccccc3)cc2)c(F)c1 = LmPK inhibitor = 9.9%; HCMV antiviral = 0.2; Sm TGR block = -26.7%; AMA1 RON2 block = 77.9%[activator]; AmpC detergent = -7.5%; TbPYK inhibitor = 2.3%; AmpC inh no detg = -36.6%

Going on with the list:
molecule | LmPK inhibitor | HCMV antiviral | Sm TGR block | AMA1 RON2 block | AmpC detergent | TbPYK inhibitor | AmpC inh no detg
COc1ccc(OC)c(N2CC(O)=C(c3nc4ccccc4s3)C2=N)c1 | 0.0% | -8.8 | 0.4% | 43.0%[activator] | -0.8% | 1.3% | 20.7%
Cc1cccc(C)c1NC(=O)CCCSc1nnc(-c2ccco2)n1-c1ccccc1 | 5.3% | ? | 89.1µM* | -12.2% | 0.0% | -1.3% | 58.7%
O=C(CNS(=O)(=O)c1c(F)cc(F)cc1Br)OCC(=O)N1CCCC1=O | . | 65.3 | 24.1% | 11.8% | -1.7% | -14.8% | -25.6%
COC(=O)[C@]12CCCCC=C1N(CCC1=CCCCC1)C(=O)[C@H](CC(=O)NCCc1ccccc1OC)C2 | . | 10.8 | . | -12.4% | . | -2.1% | .
Cc1ccc(C)c(S(=O)(=O)c2c[nH]c(=S)[nH]c2=O)c1 | -0.5% | 4.4 | -19.4% | 68.6%[activator] | -7.1% | -2.3% | -6.3%
CC1CCN=C(N)S1 (centres undefined) | . | 1.6 | . | 7.1% | . | 0.6% | .
CC(C)CC1(C(=O)NCCc2c[nH]c3ccccc23)C=CCN1C(=O)c1ccccc1 (centres undefined) | -0.5% | 23.6 | 39.8µM* | -10.3% | ? | -13.3% | -7.8%
CC1=C(C(=O)N2CCCCCC2)CC(CC(=O)NC2CC2)C(=O)N1Cc1ccccc1 (centres undefined) | . | -12.7 | . | 4.4% | . | -1.4% | .
CC(C)(C)c1ccc(-c2csc(NNC3=NCCCCC3)n2)cc1 | 8.0% | -4.6 | 19.6% | -27.2% | 6.1% | ? | 35.6%
COc1ccccc1NC(=S)NCc1ccc(Cl)cc1 | 5.2% | 25.4 | -28.5% | 0.5% | -6.0% | -2.2% | -36.0%
Cc1ccc(Cc2c(C3CCCCC3)nc3ccc(Br)cn23)cc1 | . | -6.1 | . | -4.0% | . | 3.2% | .
FC(F)(F)c1nc(-c2cccs2)ncc1-c1nnnn1-c1ccc(Cl)cc1 | 2.0% | -60.5* | -7.2% | -1.2% | ? | -13.5% | -23.0%
COc1ccccc1C(=O)COC(=O)Cn1nc(C)c([N+](=O)[O-])c1C | . | -11.8 | -2.0% | 8.4% | -13.4% | -2.8% | -14.7%
COC(=O)C(C)(C)ONC(=O)Nc1ccc(C)cc1 | -1.1% | 21.3 | -2.2% | 2.4% | -12.1% | 3.8% | -13.1%
O=C1CC(c2ccccc2)CC(O)=C1C=NCCN1CCN(C(=S)Nc2cccc(Cl)c2)CC1 (centres undefined) | 0.2% | 0.0 | 5.5% | 52.8%[activator] | 0.1% | -16.2% | 68.0%[activator]
Fc1ccc(-c2nnc(-n3nnc4ccccc43)c3ccccc23)cc1 | . | ? | . | -0.5% | . | 0.5% | .
Cc1onc(-c2ccccc2Cl)c1C(=O)Nc1nnc(-c2cccc([N+](=O)[O-])c2)s1 | 9.2% | -38.0 | -12.5% | 82.3%[activator] | ? | 0.1% | -15.8%
Cc1cc(C(=O)C(C)OC(=O)c2ccc(NC(=O)CC#N)cc2)c(C)n1-c1ccccc1 (centres undefined) | . | -63.1* | 6.4% | -20.9% | 1.2% | -1.0% | -37.8%
NC(N)=NS(=O)(=O)c1ccc(NC(=S)NC(=O)/C=C/c2ccco2)cc1 | 2.9% | -26.3 | -35.5% | 14.1% | ? | -5.0% | -9.0%
CCc1ccc(NC(=O)CN2C(=O)C(c3ccc(F)cc3)=NC2(C)C)cc1 | . | ? | -0.4% | . | 0.9% | 5.1% | .
COc1ccc(NC(=O)C2CC(c3ccc(Cl)cc3)=NO2)cc1 (centres undefined) | -1.2% | -25.6 | 6.8% | -10.3% | -12.2% | 5.5% | -21.9%
CC(=O)N/C(=C\c1ccccc1)C(=O)OC/C=C/c1ccccc1 | -10.6% | 14.5 | -12.9% | 4.8% | -1.5% | -4.9% | 54.3%[activator]
CC(=O)C12OC1CC1C3CCC4=CC(=O)CCC4(C)C3CCC12C (centres undefined) | 2.4% | -14.6 | -12.5% | 10.6% | -19.4% | 0.6% | 17.7%
Cc1ccc(C)c(N2CCN(C(=O)c3ccc(NS(=O)(=O)c4c(C)noc4C)cc3)CC2)c1 | 0.4% | 6.6 | 5.3% | 1.7% | 1.2% | -1.3% | 46.0%
O=C1Cc2ccccc2C(c2c(Cl)cccc2Cl)N1 (centres undefined) | 7.3% | -1.6 | 6.7% | 12.5% | -7.8% | 0.4% | -15.8%
CC(C)=NOCC(=O)Nn1c(COc2c(C)cccc2C)nc2ccccc2c1=O | 4.2% | -18.9 | -12.5% | 26.7% | -0.2% | -7.1% | 10.7%
COc1ccc(-c2nsc(NC(=O)c3cccc(OC)c3)n2)cc1 | . | ? | 4.4% | . | 16.4% | 1.8% | .
CN1C(C(=O)NCc2ccco2)CC2Cn3c(nc4ccccc43)C21 (centres undefined) | . | -6.4 | ? | 8.8% | -10.1% | -4.2% | -10.6%
CCOC(=O)C1CCN(c2nc(C)nc3c2oc2ccccc23)CC1 | 1.9% | -15.5 | 0.3% | 30.3%[activator] | -4.3% | 3.5% | 37.2%
COc1ccc(S(=O)(=O)Nc2ccc(S(=O)(=O)N(C)C)cc2)cc1[N+](=O)[O-] | 0.5% | -4.2 | 0.7% | 16.1% | -10.0% | -2.9% | -24.7%
Cc1ccc(C(=O)O)cc1NC(=O)CSc1nnc(-c2ccccc2F)n1C1CCCCC1 | . | 16.7 | . | 2.1% | . | 0.0% | -20.0%
CCOc1ccc(OCC)c(NS(=O)(=O)c2cc(-c3cnc(C)o3)ccc2OC)c1 | . | -2.4 | 0.3% | . | 5.6% | 2.3% | .
CN1C(=O)c2ccc(C(=O)Nc3nccs3)cc2C1=O | -2.9% | -19.7 | . | 66.2%[activator] | -11.3% | -4.0% | -9.5%
Cc1ccc(Nc2nc(N3CCOCC3)nc(N3CCOCC3)n2)cc1Cl | -2.7% | -11.1 | -4.9% | -10.7% | -5.6% | -0.9% | 6.5%
CC(=O)c1ccc(S(=O)(=O)N(C)CC(=O)N2CCCCCC2)cc1 | 0.1% | 13.3 | -34.3% | -8.9% | -4.6% | -7.6% | -6.3%
COc1ccc(S(=O)(=O)Nc2ccc(Cl)cn2)c(C)c1C | 2.3% | 1.2 | 0.3% | -2.9% | -1.7% | -7.2% | -19.2%
CC(C)CC1C(=O)N(Cc2cn(CCC3OCCO3)nn2)CCS(=O)(=O)N1Cc1ccc(-c2ccc(F)nc2)cc1 (centres undefined) | . | 8.3 | . | 0.0% | . | 1.6% | .
Cc1ccccc1NC(=O)COc1ccc(S(=O)(=O)N2CCCC2)cc1C | -8.8% | 58.6 | -4.9% | 16.2% | -0.9% | -20.3% | -2.0%
Cc1ccc(NC(=O)N2CCN(Cc3nc4ccc(C)cc4o3)CC2)c(Cl)c1 | . | -8.5 | 1.0% | . | -4.2% | 1.5% | .
CCOc1ccc(/C=C/C(=O)Nc2ccc3nc(N(CC)CC)cc(C)c3c2)cc1OC | . | -31.4 | 8.1% | . | 8.3% | 2.7% | .
CCOC(=O)c1c(-c2ccccc2)oc2ccc(NS(=O)(=O)c3ccccc3)cc12 | . | 10.5 | -7.3% | . | 1.3% | -5.7% | .
Cc1cc(NC(=O)COC(=O)c2ccc(OC(F)(F)F)cc2)no1 | . | -6.6 | -14.4% | 2.4% | ? | -2.3% | -16.8%
Cc1ccc(C(=O)NC=C(Cl)Cl)cc1 | 0.0% | 16.6 | -1.5% | 12.5% | ? | -1.2% | -30.4%
COc1ccc(C2=CC(c3cc(OC)c(OC)c(OC)c3)NC(=S)N2)cc1 (centres undefined) | 9.6% | 22.2 | -3.0% | 54.5%[activator] | -0.4% | -7.1% | -17.9%
